12-hLO inh: inhibitors of human 12-lipoxygenase (ALOX12) | P18054 | purified 12-hLO, xylenol orange hydroperoxide absorbance | Potency, µM (highest dose often 57.1 µM), for the others: at the top dose activity change, negative = inhibition, most hits filed as inhibitors | 150,000 compounds, 0.12% hits; note: potency is the fitted concentration of half-maximal effect; nearly all actives have a fitted effect of over 55% in size; many of its hits are not listed in these tables
Target sequence (P18054 whole entry, looked up): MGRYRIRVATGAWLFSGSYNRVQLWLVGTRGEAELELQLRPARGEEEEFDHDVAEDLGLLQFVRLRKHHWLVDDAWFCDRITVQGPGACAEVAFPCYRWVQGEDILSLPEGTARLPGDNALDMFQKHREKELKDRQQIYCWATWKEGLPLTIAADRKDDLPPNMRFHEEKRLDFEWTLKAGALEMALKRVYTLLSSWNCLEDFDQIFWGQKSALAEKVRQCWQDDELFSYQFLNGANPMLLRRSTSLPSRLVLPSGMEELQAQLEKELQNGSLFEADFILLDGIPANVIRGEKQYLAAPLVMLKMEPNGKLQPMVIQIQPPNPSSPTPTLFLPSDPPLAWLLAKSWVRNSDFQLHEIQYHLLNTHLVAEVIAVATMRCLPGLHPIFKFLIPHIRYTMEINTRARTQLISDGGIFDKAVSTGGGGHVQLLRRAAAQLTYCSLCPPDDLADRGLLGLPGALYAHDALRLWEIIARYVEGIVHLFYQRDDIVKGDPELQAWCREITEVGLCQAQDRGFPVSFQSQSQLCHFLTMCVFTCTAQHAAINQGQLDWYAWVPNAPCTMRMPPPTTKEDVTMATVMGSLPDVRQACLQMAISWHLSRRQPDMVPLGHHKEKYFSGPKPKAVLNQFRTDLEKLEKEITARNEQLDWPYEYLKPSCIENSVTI
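Purified human 12hLO (150 nM), preincubated 15 min with compound, then 40 uM arachidonic acid for 30 min, room temperature, Hepes pH 7.0 with 0.01% Triton X-100. Hydroperoxide detected by ferrous iron/xylenol orange; 573/405 nm absorbance ratio gives reaction progress.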
ALOX15B inhib: blocks human 15-lipoxygenase 2 activity; 110,000 compounds, 0.56% hits; Potency, µM (top dose mostly 57.1 µM), for inactives: at the top dose activity change, negative = inhibition, hits mostly inhibitors; purified 15hLO-2, xylenol orange hydroperoxide absorbance; note: potency is the fitted concentration of half-maximal effect; nearly all actives have a fitted effect of over 60% in size; many of its hits are not listed in these tables
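Purified human 15hLO-2 (50 nM final) preincubated with compounds 15 min at room temperature in 25 mM Hepes pH 7.5, 0.01% Triton X-100, then 45 uM arachidonic acid added for 90 min; hydroperoxide detected via ferrous/xylenol orange, 573/405 nm absorbance ratio.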
IMPase inh: membrane-permeable compound that blocks inositol monophosphatase | P97697 | CHO-M1 cells, IP1 accumulation, HTRF TR-FRET ratio | inhibition (IP1 accumulation), % at 46.1 µM | 120,000 tested, under 10 active | AID 901; active = well fitted curve in the direction sought with a large enough effect in the signal ratio, not every such curve was filed as active; inconclusive = small, poorly fitted or top-dose-only effect, or a change in a side signal; inactive = no such curve, though single readings can be large or run the other way; the % refers to the signal ratio;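 note: cells stimulated with carbachol in lithium chloride buffer; plate controls were DMSO basal wells for no effect and reference inhibitor wells for full effect; higher means more IMPase inhibition seen as more IP1 and lower FRET ratio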
Target sequence (P97697 whole entry, looked up): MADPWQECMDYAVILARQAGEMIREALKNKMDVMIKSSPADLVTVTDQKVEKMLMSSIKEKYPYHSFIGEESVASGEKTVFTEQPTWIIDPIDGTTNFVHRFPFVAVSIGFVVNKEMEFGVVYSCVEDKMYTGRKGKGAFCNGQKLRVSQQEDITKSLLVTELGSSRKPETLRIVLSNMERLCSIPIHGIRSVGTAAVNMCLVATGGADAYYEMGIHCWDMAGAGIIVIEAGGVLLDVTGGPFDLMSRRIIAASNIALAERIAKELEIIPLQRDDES
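Cellular IMPase inhibition is scored as a rise in cytosolic IP1, detected by competitive TR-FRET between d2-labelled IP1 and a europium anti-IP1 antibody. M1-expressing CHO cells were stimulated with carbachol for 30 min at 37C, with lithium (50 mM LiCl) present in the buffer.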
PNC assembly inh: inhibitors of perinucleolar compartment assembly; PC3M PTB-GFP, PNC prevalence imaging, 16 h; stronger effect = lower value; activity change (PNC), negative = inhibition, % at 10 µM; 140,000 compounds, 3.1% hits; AID 2417;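 active = readout at or below -70, meaning at least 70% loss of cells showing the perinucleolar compartment, a nuclear body marking cancer cells; inconclusive = readout between -30 and a set limit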;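 note: plate controls were DMSO wells for no effect and camptothecin positive control wells for full effect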
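Read-out is percentage of cells bearing a perinucleolar compartment, from automated 20x imaging of fixed, Hoechst-stained PC3M PTB-GFP cells. Cells were seeded 4 h, then exposed 16 h to compound (23 nl of library stock) in duplicate plates.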
The depositor's hits bear a star; ? = inconclusive; . = no result given; [ ] = dose if it differs, or a comment. Unless noted, calls come from the whole dose curve; as a rule, active = well fitted curve in the direction sought with a large enough effect; inconclusive = small, poorly fitted or top-dose-only effect, or another doubt; inactive = no such curve, though single readings can be large; an effect the other way counts as inactive or inconclusive. Unless noted, % is set by controls: 0 for no effect and ±100 for the full control effect. These rows are one share of the data; rates above refer to the full screens.

SMILES | 12-hLO inh | ALOX15B inhib | IMPase inh | PNC assembly inh
O=C(Cn1cc2c(n1)CCCCC2)Nc1c(F)c(F)cc(F)c1F | 3.3% | -7.1% | -4.5 | -10.9
CNC(=O)CN1C(=O)NC2(CCc3ccccc32)C1=O (centres undefined) | 5.8% | -11.1% | -7.2 | ?
CC(=O)Nc1nc2c(c3c1c(=O)oc1ccccc13)CC(C)CC2 (centres undefined) | -1.5% | . | 5.1 | -100.0*
CCOC(=O)c1c(NC(=S)Nc2ccccc2)sc2c1CCCCC2 | ? | ? | 2.7 | ?
O=C(C1CCC1)N1CCc2cc(S(=O)(=O)Nc3ccc4c(c3)OCCO4)ccc21 | -2.4% | -4.8% | 4.8 | -13.3
COc1ccc(C2Nc3ccccc3C(=O)N2c2ccc(C)cc2)cc1Cn1cc([N+](=O)[O-])cn1 (centres undefined) | -3.6% | -22.6% | 7.1 | 14.4
CN(C)CCCOC(=O)c1ccccc1Cl | 6.6% | 4.2% | 11.4 | ?
O=C(CSCc1ccccc1)N1CCN(c2ccc(F)cc2)CC1 | -8.0% | -4.2% | 3.5 | 15.0
COc1cc(N2CCCC2)c(OC)cc1/C=c1/sc2nc3ccccc3n2c1=O | -5.2% | -20.2% | -15.8 | -15.2
O=C(Nc1ccccc1)[C@@]12C[C@@H]1/C(=N/O)c1ccccc1O2 | -3.3% | 17.2% | 2.7 | .
CC1CC(C)CN(c2cc(=O)n(Cc3ccc(F)cc3)c(=O)[nH]2)C1 (centres undefined) | 0.5% | -2.5% | -6.8 | -13.7
NC(Cc1cc(I)c(Oc2cc(I)c(O)c(I)c2)c(I)c1)C(=O)O (centres undefined) | -13.7% | -1.6% | . | .
CCCCOCCOCCOCCCC | 2.6% | -3.7% | . | .
C=CCNc1sc(C(=O)c2ccccc2)c(N)c1C#N | -16.0% | -6.5% | -0.6 | -25.5
O=C(NC1CCCC1)C(c1cccs1)N(Cc1ccco1)C(=O)c1csnn1 (centres undefined) | -1.0% | -2.2% | -2.5 | ?
COc1ccc(OCc2cccc(C(=O)NN)c2)cc1 | 0.7% | . | . | ?
O=C1CCCC2=C1C(c1c(Cl)nc3sccn13)C1=C(CCCC1=O)N2 | 4.3% | -6.4% | 6.9 | -23.9
CCN(CC)C(=O)C1CC(=O)OC1(C)C (centres undefined) | 6.5% | -3.8% | 13.2 | -7.1
Cn1c(=O)oc2cc(S(=O)(=O)N3CCC(C(=O)NCC4COc5ccccc5O4)CC3)ccc21 (centres undefined) | 4.8% | -4.9% | 3.0 | 43.9
Cc1ccc(S(=O)(=O)N2CCC(C(=O)Nc3nnc(C4CCCC4)s3)CC2)cc1 | 0.3% | -1.0% | 5.1 | -1.4
CC(=O)Nc1ccc(OCC(O)Cn2nc(C)c(Br)c2C)cc1 (centres undefined) | 3.1% | . | -5.1 | -14.1
Cc1ccc2nc(NCCCNC(=O)c3cnccn3)c(C#N)cc2c1 | -0.7% | -2.6% | 4.1 | -12.2
CCOC(=O)c1cnc2c(cnn2C)c1NCCCN(C)C | 2.3% | 13.9% | -2.9 | 25.4
COc1ccc(N(CC(=O)Nc2c(C)n(C)n(-c3ccccc3)c2=O)S(=O)(=O)c2ccc(F)cc2)cc1 | -0.3% | . | . | -6.9
CC1CN(c2ncnc3c2oc2ccccc23)CC(C)O1 (centres undefined) | -2.7% | -7.2% | -1.8 | 22.6
O=C(Nc1ccc(Cl)c(Cl)c1)Nc1nnc(-c2ccncc2)s1 | -2.3% | . | . | ?
CCN(CC)c1ccc(/C=N/NS(=O)(=O)c2ccc(CNC(C)=O)cc2)cc1 | -4.7% | . | . | 2.7
O=C(CSc1nnnn1-c1ccccc1)Nc1ccc(N2CCOCC2)c(Cl)c1 | -6.5% | -5.0% | 3.1 | -7.2
O=c1c(OC2OC(CO)C(O)C(O)C2O)c(-c2ccc(O)c(O)c2)oc2cc(O)cc(O)c12 (centres undefined) | -5.8% | . | . | 8.9
CCOC(=O)CN1C(=O)C(O)(C2CCc3ccccc3C2=O)c2ccccc21 (centres undefined) | -2.7% | -0.1% | 4.4 | 3.4

Rewritten comma-delimited: part of the list above
SMILES,12-hLO inh,ALOX15B inhib,IMPase inh,PNC assembly inh
CCOC(=O)c1cnc2c(cnn2C)c1NCCCN(C)C,2.3%,13.9%,-2.9,25.4
COc1ccc(N(CC(=O)Nc2c(C)n(C)n(-c3ccccc3)c2=O)S(=O)(=O)c2ccc(F)cc2)cc1,-0.3%,.,.,-6.9
CC1CN(c2ncnc3c2oc2ccccc23)CC(C)O1 (centres undefined),-2.7%,-7.2%,-1.8,22.6

The list goes on:
SMILES | 12-hLO inh | ALOX15B inhib | IMPase inh | PNC assembly inh
CCOC(=O)CC(=O)CSc1nc(-c2ccccc2)cc(-c2ccc(Cl)cc2)c1C#N | 2.9% | -24.8% | -2.7 | 41.2
Cc1cc(C(=O)Nc2ccc(N3CCCC3)c(Cl)c2)ccc1[N+](=O)[O-] | -1.3% | . | . | 4.7
NNc1nncc2ccccc12 | -2.7% | -2.1% | 0.4[20.6 µM] | .
COCC(=O)N(CCc1ccc(OC)cc1)Cc1nc2ccccc2c(=O)[nH]1 | 1.4% | 4.8% | 0.8 | 59.7
COc1ccc(S(=O)(=O)NC(C)C(=O)Nc2ccccc2C(F)(F)F)cc1 (centres undefined) | -3.2% | -13.0% | 6.5 | -6.7
CCc1nnc(NS(=O)(=O)c2ccc(NC(=S)NC(=O)c3ccc(OC)c(OC)c3)cc2)s1 | ? | . | . | ?
CCN(Cc1ccccc1)C(=O)C1CCN(Cc2sccc2C)CC1 | -0.7% | . | . | 25.0
O=C1OC2C[C@H]1[C@@H]1C(=O)N(Cc3ccccc3)CCC1C2I (some centres undefined) | -4.7%[0.00818 µM] | 11.7%[0.0915 µM] | . | .
COc1ccc(CC(NC(C)=O)C(=O)NC2CCN(c3nnnn3-c3ccccc3)CC2)cc1 (centres undefined) | -3.4% | -3.7% | 3.5 | -9.8
O=C(Nn1cnnc1)c1cc2c(s1)CCCC2 | -3.9% | 1.5% | 6.2 | -17.0
CCCCN(CC)C(=O)Cc1ccc(Br)cc1 | -2.9% | . | . | ?
COCCNc1nc(N)c([N+](=O)[O-])c(NCC2CCCO2)n1 (centres undefined) | 1.0% | . | . | 37.0
Cc1ccc(-n2c(SCc3ccc(C#N)cc3)nnc2-c2ccccn2)cc1 | -3.6% | 10.0% | -4.5 | -13.2
CCCCC1(C)OC(=O)C(=Cc2ccc(N(CC)CC)cc2)C(=O)O1 (centres undefined) | 3.4% | -1.5% | -18.6 | 18.8
Cc1nn(-c2nnc(C)c(=O)[nH]2)c(C)c1SCC(=O)Nc1ccc(F)cc1 | 0.3% | 3.0%[2.29 µM] | -9.3 | 1.1
Cc1nc2ncnn2c(C)c1Cc1ccccc1Cl | 3.0% | 3.6% | 1.1 | -16.3
CCCCN1CC(C(=O)NCc2ccc(C)cc2)CC1=O (centres undefined) | 5.5% | 4.6% | 3.9 | ?
CSCC[C@H](NC(=O)OC(C)(C)C)c1nnc(SCC(=O)N(C)C)o1 | -1.8% | -5.9% | 1.4 | ?
CC(=O)c1cccc(NC(=O)NC2CCCCC2)c1 | -4.0% | 2.8% | 2.0 | 10.7
Cc1cccc(OCC(=O)Nc2ccc3c(c2)nc(CCN2CCN(C)CC2)n3C)c1 | -5.1% | 27.6% | 3.1 | -13.8
Cc1c(NC(=O)c2cc3ccccc3o2)c(=O)n(-c2ccccc2)n1C | -1.3% | 26.9% | 9.0 | -12.3
CCn1c(SCc2ccc(Cl)cc2Cl)nc2nc3c(cc2c1=O)CCCC3 | -3.3% | -4.8% | 2.4 | 29.1
CCN(CC(O)Cn1c2ccccc2c2ccccc21)S(=O)(=O)c1ccc(F)cc1 (centres undefined) | -4.1% | 2.3% | 5.0 | 6.9
Nn1c(COc2cccc(Br)c2)nnc1SCC(=O)N1CCc2ccccc2C1 | -4.9% | -0.9% | 4.4 | -12.8
COC(=O)c1cccc(C23CC4(C2)[C@H](CN(Cc2ccc(C(F)(F)F)cc2)[C@@H]4c2ccccc2)C3c2ccc(Cl)nc2)c1 (some centres undefined) | -8.9% | 18.5% | . | .
Cc1ccc(-c2nc3ccccn3c2NCc2ccc3c(c2)OCO3)cc1 | -1.7% | 9.5% | -3.6 | ?
COc1cc(-c2cc(C(=O)O)c3c(OC)c(OC)c(OC)cc3n2)ccc1O | -11.6% | -27.4% | 2.2 | 100.0
Cn1cnnc1SCCn1c(N2CCCCC2)nc2c1c(=O)[nH]c(=O)n2C | 4.9% | 11.3% | 1.4 | -17.4
CCOC(=O)N1CCN(C(=O)c2ccc(-n3c(=S)[nH]c4ccccc4c3=O)cc2)CC1 | 3.4% | . | -7.4 | 121.7
Cc1nn(Cc2ccccc2)c2c1C(c1ccccc1)C(C#N)=C(N)O2 (centres undefined) | 4.3% | . | 7.6 | 12.6

Random excerpt: 3 entries already listed.
SMILES | 12-hLO inh | ALOX15B inhib | IMPase inh | PNC assembly inh
COCCNc1nc(N)c([N+](=O)[O-])c(NCC2CCCO2)n1 (centres undefined) | 1.0% | . | . | 37.0
O=C1OC2C[C@H]1[C@@H]1C(=O)N(Cc3ccccc3)CCC1C2I (some centres undefined) | -4.7%[0.00818 µM] | 11.7%[0.0915 µM] | . | .
CCOC(=O)c1cnc2c(cnn2C)c1NCCCN(C)C | 2.3% | 13.9% | -2.9 | 25.4

(cont.)
SMILES | 12-hLO inh | ALOX15B inhib | IMPase inh | PNC assembly inh
COc1cccc(/C=N/NC(=O)CCCC(=O)NC2CCCCC2)c1 | -0.7% | . | . | -22.2
c1ccc(OCc2nn3c(C4CCCCC4)nnc3s2)cc1 | 16.9% | 2.5% | 7.2 | -8.3
N#CC1=C(N)C(C#N)(C#N)C(c2cccnc2)C2CCCC=C12 (centres undefined) | 0.5% | -6.7% | -5.0 | 3.5
COC(=O)N1CCC2(CCN(Cc3ccccc3OC)CC2)CC1 | 0.4% | 3.9% | . | .
O=C(CCNS(=O)(=O)c1cccs1)N1CCc2ccccc2C1 | -10.4% | -1.3% | 5.6 | 30.6
O=C(Nc1ccc(S(=O)(=O)Nc2ncccn2)cc1)c1cccnc1 | -0.7% | . | . | ?
N#C/C(C(=O)NCCc1ccccc1)=C1/N=C(NC(=O)c2cccs2)c2ccccc21 | -1.8% | . | -4.5 | 15.3
O=C(NC(Cc1ccccc1)C(=O)O)/C(=C/c1ccco1)NC(=O)c1cccc(Br)c1 (centres undefined) | -8.5% | . | . | 43.5
O=c1c(-c2ccc(O[C@@H]3O[C@H](CO)[C@@H](O)[C@H](O)[C@H]3O)cc2)coc2cc(O)cc(O)c12 | -2.6% | -2.1% | 2.7 | .
COc1ccc(CC(=O)NNC(=O)COc2ccc(Br)cc2C)cc1OC | -0.1% | . | . | 27.5
Cc1ccc(S(=O)(=O)N2CCCC(C(=O)NCc3ccco3)C2)cc1Cl (centres undefined) | -5.3% | . | 7.8 | ?
COc1ccc(Cl)cc1NC(=O)c1nc2nc(C)cc(C(F)F)n2n1 | -2.2% | -1.8% | 0.4 | 22.6
CC(CCc1ccccc1)NC(=O)c1ccco1 (centres undefined) | 6.1% | . | ? | 21.5
CCOC(=O)c1nn(-c2ccccc2)c(C)c1C(C)=O | 1.8% | 9.2% | 10.8 | -10.5
O=C(N/N=C/C=C/c1ccc([N+](=O)[O-])cc1)C1COc2ccccc2O1 (centres undefined) | 1.1% | . | -2.6 | 8.0
COC(=O)c1cc(NC(=O)c2cccc(C(F)(F)F)c2)c(=O)oc1C/C=N/OCc1cccc(Cl)c1Cl | -26.1% | ? | -3.0 | -22.5
COc1ccc(/C=C/c2ccncc2)cc1 | -2.9% | -11.6% | 8.8 | -1.8
CC(NC(=O)CSc1nnc(COc2ccccc2)o1)c1ccccc1 (centres undefined) | -2.2% | 0.7% | 8.2 | ?
Cc1ccc(S(=O)(=O)Nc2cc(C(=O)Nc3cc(C)cc(C)c3)ccc2Cl)cc1 | -21.6% | -1.8% | -1.6 | -17.2
